OX1R FRET antag – antagonists of human orexin 1 receptor (OX1R). O43613. actives 1.8% (n = 330,000). inhibition, % at 6.6 µM. OX1R-expressing cells, FRET antagonist read-out; in the data active = inhibition mostly above about 38%, no sharp cut-off; inactive = mostly below about 40%;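 note: 0% = agonist challenge alone and 100% = reference antagonist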
Target sequence (O43613 whole entry, looked up): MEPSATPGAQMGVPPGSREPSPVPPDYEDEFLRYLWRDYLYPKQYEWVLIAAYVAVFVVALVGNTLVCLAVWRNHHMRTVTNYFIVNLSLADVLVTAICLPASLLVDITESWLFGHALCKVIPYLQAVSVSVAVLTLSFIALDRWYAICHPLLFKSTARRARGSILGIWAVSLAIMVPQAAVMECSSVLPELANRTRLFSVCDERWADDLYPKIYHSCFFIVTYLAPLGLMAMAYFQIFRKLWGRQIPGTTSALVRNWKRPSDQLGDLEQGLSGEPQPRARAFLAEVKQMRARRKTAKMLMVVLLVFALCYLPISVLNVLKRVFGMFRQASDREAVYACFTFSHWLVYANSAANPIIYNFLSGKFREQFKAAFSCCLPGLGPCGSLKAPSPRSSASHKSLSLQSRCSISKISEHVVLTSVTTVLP
STK33 kinase inh – inhibitors of human STK33 kinase; Q9BYT3; purified STK33, MBP phosphorylation, ADP-Glo luminescence; inhibition, % at 10 µM; actives 0.073% (n = 320,000); AID 2661;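 active = inhibition at or above 25%, using the most active replicate where run in duplicate; inactive = inhibition below 25%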
Target sequence (Q9BYT3 whole entry, looked up): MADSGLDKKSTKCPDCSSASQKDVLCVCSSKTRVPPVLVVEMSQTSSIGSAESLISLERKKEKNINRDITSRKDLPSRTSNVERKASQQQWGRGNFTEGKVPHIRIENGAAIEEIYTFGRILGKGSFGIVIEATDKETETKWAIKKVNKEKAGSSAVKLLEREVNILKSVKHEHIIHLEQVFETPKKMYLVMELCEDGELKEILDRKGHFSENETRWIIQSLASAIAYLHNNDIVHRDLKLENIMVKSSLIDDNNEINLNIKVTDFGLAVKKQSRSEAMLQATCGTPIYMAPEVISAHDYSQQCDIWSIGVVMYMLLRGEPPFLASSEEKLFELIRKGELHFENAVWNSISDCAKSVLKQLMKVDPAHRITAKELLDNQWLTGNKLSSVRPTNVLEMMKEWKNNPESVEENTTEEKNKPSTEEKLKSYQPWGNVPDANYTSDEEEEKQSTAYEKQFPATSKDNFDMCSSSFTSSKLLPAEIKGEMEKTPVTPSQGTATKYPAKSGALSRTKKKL
* hit, by the source's call; · = not tested or not shown.

SMILES,STK33 kinase inh,OX1R FRET antag
COCCN1CCC(CNCc2cn(-c3cc(C)ccc3C)nc2-c2ccccc2)C1 (configuration not stated),-1.1,2.5
Nc1ccc2c(c1)N=[N+]([O-])c1cc(N)ccc1C2,2.8,-2.4
CC1CCC(NC(=O)c2cc3ccccc3cc2O)CC1 (configuration not stated),-0.5,16.5
CCOC(=O)N/N=C/c1cn(CCCOc2ccccc2)c2ccccc12,·,7.6
CCCCn1c(N)c(Br)c(=O)[nH]c1=O,0.4,13.0
CC(C)c1nc(-c2c(N)n(C)c(=O)n(C)c2=O)sc1C(=O)C(C)(C)C,0.3,11.1
COC(=O)C1=C(N)Oc2cc(C)n(Cc3cccnc3)c(=O)c2C1c1ccc(OC)c(OC)c1OC (configuration not stated),0.1,26.7
O=C(CSc1ccc(-c2ccccc2)nn1)NC1CCCCC1,-1.4,25.1
COC1CCCN(Cc2c(C(=O)N3CCc4ccccc4C3)nc3ccc(Cl)cn23)C1 (configuration not stated),0.9,-3.2
COc1ccc(C(C#N)Nc2ccc(C)cc2)cc1 (configuration not stated),-1.9,6.1

Next section:
SMILES,STK33 kinase inh,OX1R FRET antag
Cc1ccc(Sc2ccc(C(=O)N(C)C)cc2[N+](=O)[O-])cc1,·,10.9
CCN(CC)CCCN1C(=O)C(=O)/C(=C(/O)c2ccc3c(c2)OCCO3)C1c1ccco1 (configuration not stated),-1.6,14.8
c1ccc2c(c1)oc1c(NCCCn3ccnc3)ncnc12,1.7,22.1
CN1CCN(NS(=O)(=O)c2ccc(Cl)s2)CC1,-0.4,0.0
Cc1noc(C)c1C(=O)Nc1cccc2ncccc12,4.3,9.6
CC(/C=N\N1CCN(Cc2ccc(C)cc2)CC1)=C\c1ccccc1,-0.4,10.7
CC(C)(C)c1ccc(C(=O)NCCN2CCCC2)cc1,0.4,4.5
Clc1cccc(Cc2ccc(Cl)nn2)c1,-1.4,16.6
O=C(O)c1ccc(-c2ccc(Cl)cc2Cl)o1,0.7,14.3
COc1ccc(CC(=O)OCC(=O)N2CCCC(C)C2)cc1 (configuration not stated),-0.5,13.1

Next structures follow.
SMILES,STK33 kinase inh,OX1R FRET antag
COc1ccc(-c2nc(SCc3ccccc3)n(S(C)(=O)=O)n2)cc1,-2.5,23.5
Cc1csc(NC(=O)CCc2c(C)nc3cc(-c4cccc(F)c4)nn3c2C)n1,0.4,4.7
Cc1ccccc1OCc1nc(-c2ccc(NC(=O)c3ccc4c(c3)OCO4)cc2)no1,-5.0,10.3
Cc1ccc(S(=O)(=O)N2CCN(C(=O)Cc3c(F)cccc3Cl)CC2)cc1,-0.9,17.8
CC(=O)/C=C1/C(=O)Nc2ccccc21,-1.7,32.7
COc1ccccc1S(=O)Cc1ccc(C(=O)O)o1 (configuration not stated),-0.5,14.7
Cc1ccc(S(=O)(=O)Nc2cccc(Oc3cnccn3)c2)cc1,-1.5,21.1
O=c1cc(N2CCN(c3ccccc3)CC2)[nH]c(=O)n1-c1ccccc1Cl,-0.8,13.9
Cc1cccc(NC(=O)NC(=O)c2ccccc2)n1,-1.5,2.3
Cc1cc(NC(=O)Cn2cnc3c(nnn3-c3ccc(C)c(Cl)c3)c2=O)no1,-0.5,12.3

More records
SMILES,STK33 kinase inh,OX1R FRET antag
COc1ccccc1-c1c(C)nn2c(N3CCOCC3)cc(C)nc12,-2.2,-0.3
Cc1ccc(S(=O)(=O)Nc2ccccc2F)cc1C(=O)N1CCCC1,-1.0,4.4
CCOC(=O)CSc1nc2c(c(=O)[nH]c(=O)n2C)n1CCCc1ccccc1,-0.3,7.1
CCNC(=O)N(C)C[C@H]1N[C@@](C)(C(=O)OC)[C@H]2C(=O)N(C)C(=O)[C@@H]12,0.2,6.7
CC1(C)[C@H](C(=O)O)N2C(=O)C[C@H]2S1(=O)=O,0.0,12.6
OC1(C#CCN2CCCC2)CCCCC1,-1.0,-1.7
CC(=O)Nc1ccc(NC(=O)C(C)OC(=O)CNC(=O)c2cccs2)cc1 (configuration not stated),-0.6,2.9
c1ccc(C[C@H]2CN=C(Nc3ccccc3)N2CC2CCCCCC2)cc1,4.8,0.9
C=CCC[C@H](Cc1ccc(F)cc1)C(=O)OC[C@@H](C)NC(=O)[C@@H](CC=C)CC(=O)N[C@@H](CO)Cc1ccccc1,-2.1,3.8
CC(C)c1ccc2oc(-c3ccc(N)cc3)nc2c1,-0.3,20.1

Next records.
SMILES,STK33 kinase inh,OX1R FRET antag
O=C(c1ccc(F)cc1)C1CCN(C(=O)c2ccccc2)CC1,-0.3,0.3
CCOc1[nH]n(-c2ccccc2)c(=O)c1C=NCC(=O)OC,-0.2,7.2
O=C(OCC(=O)c1ccccc1Br)c1ccncc1,-2.3,29.0
CCc1cc2c(cc3c(=O)n(CC(=O)N4CCN(c5ccccn5)CC4)nc(CC)n32)s1,-0.2,12.1
CCCCCCCNC(=O)C1(CC2CC(c3cccc(Br)c3)=NO2)CCN(C(=O)c2cc(OCC)c(OCC)c(OCC)c2)CC1 (configuration not stated),-0.4,31.2
O=C(O)c1ccc2c(c1)CCC2,-1.3,15.3
CCOCCCNC(=S)N1CCCN(c2nc3cc(C)ccc3cc2C#N)CC1,-0.7,17.8
CC(C)NC(=O)c1onc(CSc2ccc(F)c(F)c2)c1C(=O)O,-0.4,29.0
COc1ccc(Nc2ncnc3ccccc23)c(OC)c1,2.3,11.5
Cc1cc(C(=O)O)c2ccccc2n1,-0.7,-5.0

(continued)
SMILES,STK33 kinase inh,OX1R FRET antag
O=C(NCCN1CCN(c2ccccc2)CC1)c1ccccc1F,-1.2,-0.4
O=C(Nc1c(C(=O)N2CCOCC2)cnn1-c1ccccc1)c1ccccc1F,-0.8,1.4
Cc1cccc(C)c1OCc1cc(C(=O)N2CCC(C3CCCCC3)C2)no1 (configuration not stated),-1.8,-8.1
COC(=O)c1cc(OC)c(OC)cc1NC(=O)c1cc(-c2ccccc2)nc2ccccc12,-0.2,0.2
CC(NC(=O)c1ccccc1Cl)c1nnc(SCC(=O)Nc2ccc(C(=O)O)cc2)n1C (configuration not stated),-0.7,8.8
COc1ccc(C(=O)N2N=C3CC(C)(C)OCC3C2c2ccccc2)cc1 (configuration not stated),-0.5,11.7
O=C(Nc1ccccc1C(=O)NCc1cccnc1)c1ccccc1F,0.8,29.4
CC(CCc1ccccc1)NC(=O)CCCCCNc1nc(=S)[nH]c2ccccc12 (configuration not stated),0.6,27.1
CCCc1nnc(NC(=O)c2c(O)c3cccc4c3n(c2=O)CCC4)s1,0.3,18.7
CN(c1ccc(OCC(=O)N2CCCCC2)cc1)S(=O)(=O)c1cccs1,1.0,15.0

Later entries.
SMILES,STK33 kinase inh,OX1R FRET antag
COc1ccc(C(=O)OCC(=O)NCC2CCCO2)cc1[N+](=O)[O-] (configuration not stated),-2.2,37.2
O=C(O)C(NC(=O)C1CCCN1C(=O)OCc1ccccc1)c1ccccc1 (configuration not stated),-2.3,·
C(=C\c1ccccc1)/CSc1nnc(-c2ccccc2)n1Cc1ccco1,-0.7,8.8
CCC(C)(C)NS(=O)(=O)c1cc(CN2C(=O)c3cccnc3C2=O)ccc1OC,-1.5,2.0
Cc1ccccc1OCc1nc2ccccc2c(=O)n1/N=C/c1c[nH]c2ccccc12,-0.2,27.8
N#CC1=C(N)SC(N)=C(C#N)C1c1c(Cl)cccc1Cl,-2.5,6.2
O=C(NC1=NCCS1)c1cc2ccccc2o1,0.4,16.7
CC(C)N(C)Cc1nnnn1CC(=O)N(C)Cc1cccc(Cl)c1,-0.3,13.5
Clc1ccccc1Nc1nc(-c2ccncc2)nc2ccccc12,1.0,0.3
Cc1ccc(-n2c(-c3cccc(C)c3)n[nH]c2=S)cc1,-0.8,10.1

Remaining list, next part
SMILES,STK33 kinase inh,OX1R FRET antag
COc1ccc(S(=O)(=O)N(C(=O)c2ccncc2)c2ccc(OC(=O)c3ccncc3)cc2)cc1,0.7,3.5
COC(=O)c1c(SCC(=O)Nc2ccc(C)c(C)c2)nc(=O)[nH]c1C,0.0,8.6
CCOc1ccc(CN2CCN(Cc3cc4c(cc3Cl)OCO4)CC2CCO)cc1 (configuration not stated),-0.3,16.8
COc1ccc(OC)c(/C=N/NC(=O)c2cccc3ccccc23)c1,-1.3,12.9
CC(C)N1CCN(Cc2ccc(C#CCCO)cc2)CC1CCO (configuration not stated),-0.6,9.3
O=C(Nc1ccc(Cl)cc1)N1CCSc2ccccc21,-1.4,12.2
O=C(C1CCN(Cc2ccc(OCc3ccccc3)cc2)CC1)N1CCCC1,-0.7,9.6
Cc1ccc(-n2nc3c(c2NC(=O)c2ccco2)CS(=O)C3)cc1 (configuration not stated),-0.2,4.2
CCC(=O)c1ccc(N2CCN(C(=O)COc3ccc(F)cc3)CC2)c(F)c1,2.8,35.6
NC(=S)Nc1cccc(O)c1,3.0,4.7

Carrying on:
SMILES,STK33 kinase inh,OX1R FRET antag
CNC(=O)c1ccc(Nc2nnc(-c3ccc(C(N)=O)cc3)c3ccccc23)cc1,-2.1,6.5
CCOC(=O)Cc1cnc(NC(=O)CSc2nc(C(C)C)cc(=O)[nH]2)s1,1.2,8.6
COCCNC(=O)C(=O)N/N=C(\C)CC(=O)Nc1cccnc1,-2.1,7.9
COc1ccc(COC(=O)C2=C(C)NC(=O)NC2c2ccc(F)cc2)cc1 (configuration not stated),-0.2,8.5
CCOC(=O)N1CCN(c2ccc3nnnn3n2)CC1,-1.0,8.2
CC(=O)c1ccc([C@H]2C[C@@]34CN(C(=O)OC(C)(C)C)S(=O)(=O)[C@H]3C[C@H]2O4)cc1,-1.2,9.8
Cc1cc(C(=O)Nc2ccc3nc(C)sc3c2)c2ccccc2n1,0.0,13.5
CC1(C)Cc2c(sc3nc[nH]c(=O)c23)CO1,0.8,-1.1
CC(=O)c1cc2c(cc1NC(=O)Cc1c(C)noc1C)OCO2,0.8,10.4
O=C(CN1C(=O)S/C(=C\c2ccc(-c3cc(C(=O)O)ccc3Cl)o2)C1=O)Nc1ccc2c(c1)OCO2,1.0,·

The results go on:
SMILES,STK33 kinase inh,OX1R FRET antag
CCOC(=O)CC1C(=O)NCCN1C(=O)c1ccc(Cl)c(Cl)c1 (configuration not stated),-1.3,-2.4
COc1cccc(-c2csc(N3CCN(S(=O)(=O)c4ccc(F)cc4)CC3)n2)c1,-0.3,9.1
OCCC1CN(Cc2ccc(-c3ccco3)cc2)CCN1Cc1ccsc1 (configuration not stated),-0.6,10.3
O=C(COC(=O)CNC(=O)c1cccc(OC(F)F)c1)NNC(=O)c1ccccc1,-1.4,0.7
Cc1nnc(-c2cccc(Br)c2)c2cn(-c3ccc(Br)cc3)nc12,-0.2,29.9
C=CCN1C(=O)C2(OCCO2)c2cc(C)ccc21,-0.7,4.5
CCOC(=O)C1=C(O)C(=O)N(Cc2cccnc2)C1c1ccc(C)cc1 (configuration not stated),0.2,28.9
N=c1c(C(=O)NCc2ccc(F)cc2)cc2c(=O)n3ccccc3nc2n1CCCN1CCOCC1,-0.1,82.3*
COc1cc(OC)cc(C(=O)N[C@H](C(=O)OCC(=O)Nc2ccc(C(N)=O)cc2)C(C)C)c1,-5.8,-2.3
CCC/C(=C1/c2ccccc2C(=O)N1c1ccccc1)c1ccc(O[C@@H]2CCCCO2)cc1,0.4,0.5

Continued:
SMILES,STK33 kinase inh,OX1R FRET antag
COc1ccc(CN2C(=O)c3ccccc3C2=O)cc1C(=O)N(C)CC(=O)Nc1ccc(F)cc1,0.2,-1.3
O=C(Nc1ccc(F)cc1F)c1ccc2c(c1)[nH]c(=O)n2Cc1ccc(F)cc1,-1.0,-3.9
CNC(=O)c1c(C)[nH]c(=S)c(C#N)c1-c1ccco1,-1.3,-0.8
O=[N+]([O-])c1cc(/C=N/N2CCN(Cc3ccccc3)CC2)ccc1Cl,-1.6,31.8
O=C(O)CS(=O)CC(=O)NCc1cccc(C(F)(F)F)c1 (configuration not stated),-0.6,14.7
COc1ccc(-c2nc(-c3ccccc3)c(-c3cc([N+](=O)[O-])ccc3C)[nH]2)cc1OC,0.8,23.6
Cc1ccnc(NC(=O)COC(=O)C23CC4CC(CC(C4)C2)C3)n1,-1.1,14.3
COc1ccc(CCNC(=O)c2cnc3n(c2=O)CCS3)cc1OC,-1.2,8.0
O=c1c(Cc2ccc(F)cc2)c(O)ccn1CCc1ccccn1,-0.4,6.5
N#C/C(=C(/O)COC(=O)CCc1ccc(S(=O)(=O)N2CCOCC2)cc1)c1nc2ccccc2[nH]1,0.2,9.0

Next results
SMILES,STK33 kinase inh,OX1R FRET antag
CNc1snc(C)c1C(=O)OCC(=O)N(C)c1ccccc1,0.2,3.3
O=C(O)c1ccccc1OCCOc1ccccc1C(=O)O,-0.2,-5.7
Cc1ccc(Cc2nnc3n(-c4cccc(C)c4)nc(C(=O)c4ccccc4)n3c2=O)cc1,-1.2,4.3
O=C(C1CCC(CNc2c(N3CCCC3)c(=O)c2=O)CC1)N1CCc2ccccc21 (configuration not stated),0.2,1.4
COc1nccc(Nc2ccccc2)c1C#N,-0.4,5.9
COc1ccc(CCNC(=O)c2cc3c(=O)n4cccc(C)c4nc3n(CCCN3CCOCC3)c2=N)cc1,-0.1,22.8
Nc1nc2ncc(C(=O)c3cc(Cl)cc(Cl)c3O)cc2s1,1.2,13.1
Cc1cc(Cl)c(OCCCCNC(C)(C)C)c(Br)c1,-1.4,21.3
CC12CCC(=O)N1C(C(=O)NCCN1C(=O)S/C(=C\c3ccccc3F)C1=O)CS2 (configuration not stated),-0.2,17.3
Cc1cc(NC(=O)c2cc([N+](=O)[O-])cc([N+](=O)[O-])c2)n(-c2ccccc2)n1,2.0,59.8

Screening results: PubChem BioAssay, several laboratories
